# Apoferritin bind – candidate novel general anesthetic via apoferritin binding. actives 0.074% (n = 350,000). P02791. Potency, µM (doses to about 77.5 µM), without a hit: top-dose activity change, negative = displacement, most hits filed as inhibitors. apoferritin/1-aminoanthracene competitive binding, fluorescence; also: % is scaled to controls: 0 for no effect and ±100 for the full control effect; nearly all actives have a fitted effect of over 20% in size
# Target sequence (P02791 2-175 limits assumed): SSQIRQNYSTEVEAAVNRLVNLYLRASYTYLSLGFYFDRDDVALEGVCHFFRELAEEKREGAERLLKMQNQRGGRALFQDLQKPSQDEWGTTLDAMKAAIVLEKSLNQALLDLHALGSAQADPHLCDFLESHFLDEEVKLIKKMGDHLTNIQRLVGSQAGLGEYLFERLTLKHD
#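 10 uM apoferritin + 50% sat. 1-AMA, PBS; cpd 10 min RT; Ex380/Em535 endpoint; normalized to free probe vs complex; 4-param Hill fit; propofol titration as pos. ctrl.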
# BLM helicase inh – Bloom syndrome helicase (human) inhibition; P54132; recombinant BLM DNA unwinding, fluorescence dequenching; Potency, µM (titrated, usually from 56.1 µM), for the others: at the highest dose activity change, negative = inhibition, actives largely listed as inhibitors; actives 0.2% (n = 350,000); AID 2528;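 also: plate controls were vehicle for no effect and no enzyme for full effect; nearly all actives have a fitted effect of over 35% in size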
# G9a block – G9a (human) methyltransferase inhibition; Q96KQ7; G9a H3K9 monomethylation, AlphaScreen, 2 h; Potency, µM (series often up to 102 µM), without a hit: top-dose activity, negative = inhibition, most hits filed as inhibitors; actives 8.8% (n = 350,000); AID 504332; also: % is scaled to controls: 0 for no effect and ±100 for the full control effect; nearly all actives have a fitted effect of over 75% in size
# Target sequence (Q96KQ7 913-1193 limits assumed): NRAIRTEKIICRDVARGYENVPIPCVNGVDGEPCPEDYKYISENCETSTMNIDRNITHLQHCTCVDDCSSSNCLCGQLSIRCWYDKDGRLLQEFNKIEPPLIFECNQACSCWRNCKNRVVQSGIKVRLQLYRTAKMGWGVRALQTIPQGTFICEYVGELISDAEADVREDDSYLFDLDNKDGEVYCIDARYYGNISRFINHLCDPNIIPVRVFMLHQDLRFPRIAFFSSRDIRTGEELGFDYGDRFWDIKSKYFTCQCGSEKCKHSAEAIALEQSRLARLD
#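 Compounds were preincubated with 20 nM G9a for 15 min, after which biotinylated H3K9 peptide (500 nM) and SAM (20 uM) started a 2 h room-temperature reaction. Monomethylated product was quantified by antibody-based AlphaScreen chemiluminescence.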
# POLI inh – blocks human DNA polymerase iota activity | Pol iota fluorescent replication assay, 10 min | Potency, µM (highest dose often 115 µM), without a hit: at the top dose activity, negative = inhibition, most hits filed as inhibitors | AID 588590 | actives 1% (n = 390,000)
#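 Pol iota at 10 nM preincubated 15 min with compounds at room temperature; reaction started with fluorescent substrate, 50 nM final. Fluorescence read kinetically at 0 and 10 min; buffer-only wells as negative control.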
# Pol eta inh – DNA polymerase eta (human) inhibition. recombinant Pol eta, fluorescent DNA replication assay. AID 588591. actives 1.2% (n = 390,000). Potency, µM (top dose mostly 114 µM), without a hit: at the top dose activity change, negative = inhibition, hits mostly inhibitors; also: % is scaled to controls: 0 for no effect and ±100 for the full control effect
#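 Pol eta (10 nM) was preincubated with compounds for 15 min at room temperature, after which fluorescent replication substrate (50 nM final) was added to start the reaction. Fluorescence was read kinetically at 0 and 10 min.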
# BAZ2B block – BAZ2B (human) inhibition | Q9UIF8 | AlphaScreen BAZ2B-H3K14Ac peptide displacement | Potency, µM (titrated, usually from 114 µM), for the others: at the highest dose activity change, negative = inhibition, actives largely listed as inhibitors | actives 4.4% (n = 360,000); also: % is scaled to controls: 0 for no effect and ±100 for the full control effect; nearly all actives have a fitted effect of over 60% in size
#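 BAZ2B 50 nM plus b-H3(5-23)K14Ac 50 nM, PBS pH 7.4/0.01% Tween-20, 30 min RT; compound added (max 110 uM), 30 min RT; streptavidin donor/Ni-chelate acceptor beads 10 ug/mL final, 20 min dark; AlphaScreen read.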
# Pol kappa inh – inhibitors of human DNA polymerase kappa | actives 0.53% (n = 400,000) | Potency, µM (titrated, usually from 107 µM), for inactives: at the highest dose activity, negative = inhibition, actives largely listed as inhibitors | Q9UBT6 | purified Pol kappa, fluorescent DNA synthesis assay, 10 min; also: % is scaled to controls: 0 for no effect and ±100 for the full control effect
#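 Fluorescent qHTS in 1536-well format: enzyme (10 nM) and compound sat 15 min at room temperature before 50 nM substrate (final) was added. Signal taken at 0 and 10 min; no-enzyme buffer wells were negative controls.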
# APE1 inh – APE1 (human) endonuclease inhibition; P27695; recombinant APE1, TAMRA/BHQ-2 abasic DNA cleavage fluorescence; Potency, µM (doses to about 65.8 µM), for inactives: at the top dose activity change, negative = inhibition, hits mostly inhibitors; actives 0.35% (n = 350,000); AID 2517;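 also: plate controls were vehicle for no effect and reference inhibitor for full effect; nearly all actives have a fitted effect of over 55% in size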
# Target sequence (P27695 whole entry, looked up): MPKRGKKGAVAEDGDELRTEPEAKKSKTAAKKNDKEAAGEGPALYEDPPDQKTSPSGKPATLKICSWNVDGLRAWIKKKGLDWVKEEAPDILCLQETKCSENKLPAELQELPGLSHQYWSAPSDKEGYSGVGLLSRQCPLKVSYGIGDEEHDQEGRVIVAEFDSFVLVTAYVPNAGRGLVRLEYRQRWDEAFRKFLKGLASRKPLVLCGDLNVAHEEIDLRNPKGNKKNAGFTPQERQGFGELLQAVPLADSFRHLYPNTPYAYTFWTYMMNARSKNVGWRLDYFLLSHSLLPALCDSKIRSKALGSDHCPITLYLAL
#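 Readout is kinetic fluorescence (ex 525, em 598 nm) from cleavage of 50 nM TAMRA/BHQ-2 THF abasic duplex by 0.75 nM APE1, compound added 15 min beforehand at RT.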
# Pol beta inh – blocks human DNA polymerase beta activity; Pol beta primer extension/strand displacement, fluorescence kinetic; actives 1.3% (n = 340,000); P06746; Potency, µM (doses to about 114 µM), for the others: top-dose activity change, negative = inhibition, hits mostly inhibitors; also: % is scaled to controls: 0 for no effect and ±100 for the full control effect
#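 Enzyme-only controls used 10 nM Pol beta; buffer lacking enzyme served as negative control. Compound preincubated 15 min, then 50 nM substrate added; 0 and 10 min reads at room temperature.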
# * marks the source's active call; other numbers are inactive results; ? = inconclusive; . = no result given; [ ] = dose if it differs, or a comment. Calls follow the shape of the dose curve; as a rule, active = well fitted curve in the direction sought with a large enough effect; inconclusive = small, poorly fitted or top-dose-only effect, or another doubt; inactive = no such curve, though single readings can be large; an effect the other way counts as inactive or inconclusive. Potency is read from the fitted curve at half-maximal effect.
No.	mol	Pol beta inh	Pol kappa inh	POLI inh	G9a block	Apoferritin bind
1	CCOC(=O)C1CCCN(C2=NC(=O)/C(=C/c3ccc(O)c(OCC)c3)S2)C1 (configuration not stated)	22.8%	-0.2%	6.6%	-26.0%	-12.1%
2	COc1ccc(S(=O)(=O)N2CCN(Cc3nc4ccc(C)cc4o3)CC2)cc1	10.9%	-8.6%[60.1 µM]	-1.8%	13.4%[59 µM]	-8.1%
3	Cc1ccc(S(=O)(=O)N2CCOCC2)cc1NC(=O)COC(=O)c1ccc2c(c1)OCO2	5.9%	5.5%	11.9%	3.0%	-14.0%
4	CC12CN3CC(C)(CN(C1)C3c1ccc(Cl)cc1Cl)C2=O (configuration not stated)	25.1%	0.0%	-18.3%	-15.7%[59 µM]	-9.5%
5	COCCn1c(=O)c(CCc2ccccc2)nc2cncnc21	.	0.2%[60.1 µM]	.	2.6%[0.501 µM]	.
6	Cc1ccccc1NC(=O)C(=O)NCC1CCCN1S(=O)(=O)c1cccs1 (configuration not stated)	.	-0.5%	8.5%	-37.2%	.
7	COc1ccc(Cc2nnc(N/N=C(\C)c3ccccc3)[nH]c2=O)cc1OC	0.2%	-15.1%	0.9%	.	6.6%
8	COc1cc(/C=N/NC(=O)c2ccoc2C)ccc1O	-22.9%	-4.9%	7.4%	50.1µM*	-8.2%
9	NC(=O)C1CCN(c2oc(/C=C/c3ccc(F)cc3)nc2S(=O)(=O)c2ccccc2)CC1	10.8%	-8.2%	21.2%	-36.7%[59 µM]	3.2%
10	O=C(c1ccc([N+](=O)[O-])cc1)N1CCN(c2cccc3[nH]ccc23)CC1	10.3%	0.2%	-11.6%	50.1µM*	-8.3%
11	CCCCc1nnc(NC(=O)c2ccc3c(=O)n4c(nc3c2)CCC4)s1	.	-12.3%	19.3%	9.3%	.
12	CCOC(=O)c1c(NC(=O)COC)sc(C)c1C	22.5%	-13.8%	3.5%	27.1%[59 µM]	4.6%

No.	BLM helicase inh	BAZ2B block	Pol eta inh	APE1 inh
1	-5.9%	-12.5%	-3.1%	24.4%
2	0.8%	-15.7%	-7.9%	.
3	2.4%	.	-8.7%	3.6%
4	2.3%	11.3%	-9.0%	-2.8%
5	-5.9%	.	.	-5.1%
6	.	7.9%	-6.7%	-3.8%
7	3.4%	35.5µM*	4.2%	8.0%
8	4.6%	8.2%	-26.3%	-4.7%
9	-15.3%	?	6.1%	6.3%
10	-1.6%	-24.6%	-6.3%	-3.4%
11	.	8.0%	-4.6%	-5.2%
12	-1.2%	3.8%	-8.3%	10.0%

# Sorted by SMILES length (rising): some entries from above.
No.	mol	Pol beta inh	Pol kappa inh	POLI inh	G9a block	Apoferritin bind
8	COc1cc(/C=N/NC(=O)c2ccoc2C)ccc1O	-22.9%	-4.9%	7.4%	50.1µM*	-8.2%
5	COCCn1c(=O)c(CCc2ccccc2)nc2cncnc21	.	0.2%[60.1 µM]	.	2.6%[0.501 µM]	.
4	CC12CN3CC(C)(CN(C1)C3c1ccc(Cl)cc1Cl)C2=O (configuration not stated)	25.1%	0.0%	-18.3%	-15.7%[59 µM]	-9.5%
11	CCCCc1nnc(NC(=O)c2ccc3c(=O)n4c(nc3c2)CCC4)s1	.	-12.3%	19.3%	9.3%	.
6	Cc1ccccc1NC(=O)C(=O)NCC1CCCN1S(=O)(=O)c1cccs1 (configuration not stated)	.	-0.5%	8.5%	-37.2%	.
7	COc1ccc(Cc2nnc(N/N=C(\C)c3ccccc3)[nH]c2=O)cc1OC	0.2%	-15.1%	0.9%	.	6.6%
2	COc1ccc(S(=O)(=O)N2CCN(Cc3nc4ccc(C)cc4o3)CC2)cc1	10.9%	-8.6%[60.1 µM]	-1.8%	13.4%[59 µM]	-8.1%
1	CCOC(=O)C1CCCN(C2=NC(=O)/C(=C/c3ccc(O)c(OCC)c3)S2)C1 (configuration not stated)	22.8%	-0.2%	6.6%	-26.0%	-12.1%
3	Cc1ccc(S(=O)(=O)N2CCOCC2)cc1NC(=O)COC(=O)c1ccc2c(c1)OCO2	5.9%	5.5%	11.9%	3.0%	-14.0%
9	NC(=O)C1CCN(c2oc(/C=C/c3ccc(F)cc3)nc2S(=O)(=O)c2ccccc2)CC1	10.8%	-8.2%	21.2%	-36.7%[59 µM]	3.2%

No.	BLM helicase inh	BAZ2B block	Pol eta inh	APE1 inh
8	4.6%	8.2%	-26.3%	-4.7%
5	-5.9%	.	.	-5.1%
4	2.3%	11.3%	-9.0%	-2.8%
11	.	8.0%	-4.6%	-5.2%
6	.	7.9%	-6.7%	-3.8%
7	3.4%	35.5µM*	4.2%	8.0%
2	0.8%	-15.7%	-7.9%	.
1	-5.9%	-12.5%	-3.1%	24.4%
3	2.4%	.	-8.7%	3.6%
9	-15.3%	?	6.1%	6.3%

# 3 compounds from above, arranged by formula weight, falling.
No.	mol	Pol beta inh	Pol kappa inh	POLI inh	G9a block	Apoferritin bind
1	CCOC(=O)C1CCCN(C2=NC(=O)/C(=C/c3ccc(O)c(OCC)c3)S2)C1 (configuration not stated)	22.8%	-0.2%	6.6%	-26.0%	-12.1%
2	COc1ccc(S(=O)(=O)N2CCN(Cc3nc4ccc(C)cc4o3)CC2)cc1	10.9%	-8.6%[60.1 µM]	-1.8%	13.4%[59 µM]	-8.1%
8	COc1cc(/C=N/NC(=O)c2ccoc2C)ccc1O	-22.9%	-4.9%	7.4%	50.1µM*	-8.2%

No.	BLM helicase inh	BAZ2B block	Pol eta inh	APE1 inh
1	-5.9%	-12.5%	-3.1%	24.4%
2	0.8%	-15.7%	-7.9%	.
8	4.6%	8.2%	-26.3%	-4.7%

# The list goes on:
No.	mol	Pol beta inh	Pol kappa inh	POLI inh	G9a block	Apoferritin bind
13	Cc1cccc(CNC(=O)CCn2c(=O)c3cccn3c3ccc(F)cc32)c1	0.2%	-4.1%	18.0%	9.9%[59 µM]	-6.3%
14	O=C1C2CCCN2C(=O)N1CCCN1CCN(c2ccc([N+](=O)[O-])cc2)CC1 (configuration not stated)	33.8%	2.9%	86.0%[activator]	16.1%[0.501 µM]	-12.4%
15	C=CC(C1=CC(=O)C=CC1=O)c1ccccc1 (configuration not stated)	.	-9.2%[60.1 µM]	.	?	-11.7%
16	Clc1ccc(CN2CCN(c3ncccn3)CC2)cc1	25.1%	2.2%	150.2%[activator]	.	-6.3%
17	N#C/C=C/N1CCC(Cc2ccccc2)CC1	14.4%	8.8%	-6.5%	11.5%	?
18	C=CCn1c(SCc2cccc3ccccc23)nnc1-c1cccnc1	6.2%	-5.9%	52.1%	.	-17.2%
19	CCCc1cc(C(=O)NNC(=S)NC2CCCCC2)cs1	8.2%	-6.4%	15.7%	.	-13.1%
20	O=C(CSc1nnc2ccccn12)NCc1cccs1	2.8%	5.1%	-8.4%	?	-12.9%
21	CS(=O)(=O)N(CC(O)CON=C1c2ccccc2-c2ccccc21)c1ccc(F)cc1 (configuration not stated)	1.8%	-9.5%	?	8.0%[59 µM]	-21.9%
22	COc1ccc(OC)c(C2=NOC(C(=O)NCc3ccccn3)C2)c1 (configuration not stated)	5.7%	-7.0%	14.5%	19.9%	-4.9%
23	CCNc1ccccc1C(=O)O	-1.9%	0.4%	4.5%	?	-1.8%
24	COc1ccc(CCNC(=O)CCSc2nc(-c3ccco3)cc(C(F)(F)F)n2)cc1OC	4.8%	0.9%	7.0%	10.0%[12.7 µM]	-22.8%
25	Cc1ccc2c(c1)NC(=O)C(N1CCOCC1)(C(F)(F)F)O2 (configuration not stated)	34.4%	-13.8%	24.2%	4.8%[59 µM]	?
26	COC(=O)Nc1nc(-c2cc(Cl)ccc2Cl)cs1	8.1%	-0.7%	165.8%[activator]	-3.7%	-5.4%

No.	BLM helicase inh	BAZ2B block	Pol eta inh	APE1 inh
13	0.4%	-3.0%	8.7%	.
14	3.5%	-0.9%	-16.9%	-4.4%
15	1.7%	.	.	0.2%
16	-2.7%	?	-15.2%	-0.3%
17	-4.7%	28.1%	-17.3%	68.0%[activator]
18	1.0%	1.4%	-7.3%	-0.3%
19	0.5%	0.1%	14.0%	6.5%
20	-1.5%	-10.4%	-11.6%	-11.6%
21	-6.7%	-2.7%	-8.6%	-5.0%
22	-0.2%	-1.3%	7.0%	7.3%
23	-0.8%	-22.3%	7.0%	0.3%
24	0.5%	-1.9%	-26.1%	-2.5%
25	-2.6%	1.1%	-6.1%	0.6%
26	-0.2%	-6.1%	4.1%	0.0%

# Compound activity as filed in PubChem.

# An excerpt; count on the stated rates, not on these rows.
